mABHD4 FP = inhibits mouse alpha/beta hydrolase domain 4 | Q8VD66 | purified mABHD4, FP-Rh probe fluorescence polarization | inhibition, % at 8.92 µM | 370,000 compounds, 0.54% hits;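 active = inhibition exceeding the mean over every tested compound plus 3 SD, cut at about 30% in these data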;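 also: 0% = plate median of compound wells and 100% = S159A mutant with DMSO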
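System: mouse ABHD4 enzyme, wild type / Medium: HEPES pH 7.0, NaCl, Pluronic buffer / Reagent: FP-Rh activity-based fluorescent probe / Control set: S159A mutant high control, sample median low control / Detection: fluorescence polarization with parallel and perpendicular emission, 525/598 nm / Schedule: 45 min + 60 min at 25 °C / Compound dosing: 8.92 µM, single dose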
NR1D1 modulator = modulators of human Rev-erb alpha DNA binding. P20393. Rev-erbα–FITC-DNA binding, fluorescence polarization, 90 min. activity, % at 10 µM. 370,000 compounds, 0.79% hits. AID 1259318;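 active = activity above about 14%, limit read from the data; passing the limit was not always enough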;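 also: 0% = DMSO wells with 35 nM protein and 100% = DMSO wells with 750 nM protein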
PG9 Ab binder = binds the HIV-1 gp120 antibody PG9; TR-FRET gp120-PG9 antibody binding; 360,000 compounds, 0.43% hits; inhibition, % at 6.7 µM; AID 624416; in the data active = inhibition above about 8.5%
ARFGAP1 inh = inhibits rat ARF GTPase activating protein 1 | Q62848 | Arfgap1-stimulated ARF1 GTP hydrolysis, GDP FP detection | inhibition, % at 16.5 µM | 360,000 compounds, 0.26% hits;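 active = inhibition above a per-plate limit, mean inhibition of low control wells plus 3 SD, cut at about 25% in these data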;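 also: 0% = DMSO wells with enzyme and 100% = wells lacking Arfgap1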
Target sequence (Q62848 1-136 limits assumed): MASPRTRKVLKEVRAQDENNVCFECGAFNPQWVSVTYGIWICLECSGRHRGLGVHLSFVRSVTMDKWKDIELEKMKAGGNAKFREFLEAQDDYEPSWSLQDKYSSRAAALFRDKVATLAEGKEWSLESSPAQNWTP
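Replicates: Single well per compound | Assay system: Truncated rat Arfgap1 GAP domain | Control set: No-Arfgap1 wells (100%) versus DMSO full-reaction wells (0%) | Times: Enzyme reaction 120 min at 25 °C after 20 min preincubation | Reagent: Human ARF1(Δ1-17)-GTP substrate | Measured by: Tracer-displacement fluorescence polarization with EDTA stop, 620/688 nm | Measure: Percent inhibition of Arfgap1-stimulated GTP hydrolysis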
NPR2 activator = GC-B (human) receptor activation | HEK293-GC-B cells, CNP EC30, cGMP TR-FRET; 0% at EC30 CNP, 100% saturating CNP | AID 1920062 | activation, % at 10 µM | 370,000 compounds, 0.11% hits | P20594;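 active = activation at 10 µM reaching about 35% in either raw or pattern-adjusted values, limit read from the data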
HTRA1 inh = HTRA1 (human) protease inhibition; recombinant HTRA1, FP-rhodamine activity-based probe, fluorescence polarization; inhibition, % at 5.96 µM; 340,000 compounds, 0.5% hits; AID 504803; in the data active = inhibition above about 36%;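 also: 0% = enzyme with DMSO and 100% = wells lacking enzyme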
Target sequence (Q92743 whole entry, looked up): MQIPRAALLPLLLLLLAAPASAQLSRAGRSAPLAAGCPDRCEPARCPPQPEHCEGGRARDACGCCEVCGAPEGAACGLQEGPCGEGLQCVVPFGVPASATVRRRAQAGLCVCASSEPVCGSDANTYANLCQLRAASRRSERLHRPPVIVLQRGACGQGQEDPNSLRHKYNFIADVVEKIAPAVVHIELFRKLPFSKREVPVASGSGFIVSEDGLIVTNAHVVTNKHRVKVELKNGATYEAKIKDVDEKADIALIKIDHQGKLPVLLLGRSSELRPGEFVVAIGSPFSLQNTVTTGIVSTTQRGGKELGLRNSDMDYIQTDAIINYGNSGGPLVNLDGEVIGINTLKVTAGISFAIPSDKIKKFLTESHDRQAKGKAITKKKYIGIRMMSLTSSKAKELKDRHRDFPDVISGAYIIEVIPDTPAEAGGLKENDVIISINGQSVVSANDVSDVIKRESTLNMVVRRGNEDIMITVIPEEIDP
NPR1 activator = GC-A (human) enzyme activation. P16066. HEK293 GC-A cells, cGMP TR-FRET, EC30 ANP; 0% at EC30 ANP, 100% saturating ANP. activation, % at 10 µM. 370,000 compounds, 0.14% hits. AID 1671463; in the data active = activation above about 40%
rCAG RNA binder = r(CAG) repeat RNA binding | inhibition, % at 3 µM | 370,000 compounds, 1.3% hits | TO-PRO-1 dye displacement fluorescence;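 active = inhibition above the plate cutoff, the mean of all test compounds on that plate plus 3 SD, cut at about 35% in these data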;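 also: 0% = DMSO alone and 100% = 100 µM mitoxantrone as full dye displacement; higher means more dye released from RNA so lower well fluorescence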
SMARCA2 activ = activators of SMARCA2 function; MG213 cells, MMTV-luciferase reporter, dexamethasone, overnight; activation, % at 9.1 µM; 370,000 compounds, 1% hits; in the data active = activation above about 7.8%;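 also: 0% = vehicle wells and 100% = reference activator wells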
ASAP1 inh = ASAP1 ArfGAP inhibition. Q9ULH1. ASAP1-stimulated ARF1 GTP hydrolysis, GDP FP detection. inhibition, % at 16.5 µM. 360,000 compounds, 0.19% hits; in the data active = inhibition above about 25%;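 also: 0% = vehicle with enzyme and substrate and 100% = no enzyme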
Target sequence (Q9ULH1 325-724 limits assumed): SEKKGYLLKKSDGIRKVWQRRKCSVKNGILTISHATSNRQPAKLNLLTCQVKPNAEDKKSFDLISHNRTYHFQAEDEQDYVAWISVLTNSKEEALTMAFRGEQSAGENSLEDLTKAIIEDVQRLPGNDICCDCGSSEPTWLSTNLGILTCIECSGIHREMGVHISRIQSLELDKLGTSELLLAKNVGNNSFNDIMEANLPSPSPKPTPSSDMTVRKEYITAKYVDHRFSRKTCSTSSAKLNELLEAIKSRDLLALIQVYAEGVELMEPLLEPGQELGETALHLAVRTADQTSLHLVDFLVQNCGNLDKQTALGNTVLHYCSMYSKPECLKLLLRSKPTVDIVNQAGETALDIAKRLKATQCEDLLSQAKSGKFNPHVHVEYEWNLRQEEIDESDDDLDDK
The depositor's hits bear a star; / = no result given.

SMILES	mABHD4 FP	NR1D1 modulator	PG9 Ab binder	ARFGAP1 inh	NPR2 activator	HTRA1 inh	NPR1 activator	rCAG RNA binder	SMARCA2 activ	ASAP1 inh
CC(C)(C)n1ncc2c(=O)n(CC(=O)Nc3ccc(Cl)cc3)cnc21	-1.5	0.8	1.1	-0.6	7.0	-13.9	0.4	2.5	-1.3	12.2
CCN(CC)C1CCN(C(=O)c2cc(COc3cccc4cccnc34)on2)C1 (stereo unspecified)	-2.7	-4.3	0.5	3.6	0.2	7.1	0.8	-6.8	-3.1	-6.5
COC(=O)C1=C(C)NC(=O)NC1/C=C/c1ccccc1 (stereo unspecified)	-0.2	2.9	-1.1	7.6	4.6	4.9	-0.1	-2.5	-0.1	12.0
Cc1cc(C)c2nc(N3CCN(C(=O)c4cccs4)CC3)sc2c1	-9.2	3.2	-0.4	-8.6	4.4	-7.6	-3.2	-5.6	-2.2	-9.9
COc1ccc(NC(=O)N(C)C[C@H]2Oc3ccc(NC(=O)Cc4ccccc4)cc3CC(=O)N([C@H](C)CO)C[C@H]2C)cc1	-3.0	-0.3	-3.3	-5.9	0.1	-0.6	4.7	-5.7	0.5	11.8
O=C(CO/N=C/c1ccc(OC(F)F)cc1)NC1CCCCC1	-5.0	/	0.7	2.7	/	1.1	/	-7.1	-0.7	0.8
CN(C)C(CNC(=O)c1cnc(Cl)c(Cl)c1)c1ccccc1 (stereo unspecified)	3.8	0.7	-1.6	7.4	0.0	12.6	2.9	1.4	-3.1	-14.1
O=C(Cn1nc(-c2ccccc2)oc1=O)OCC(=O)c1ccccc1	6.3	-2.6	1.2	-15.8	-2.9	0.4	2.7	4.0	-4.2	5.1
COc1ccc(CNC(=O)CCC(=O)c2ccc(F)cc2)cc1OC	0.8	-2.1	-0.5	-7.3	2.2	-0.3	-0.6	0.0	4.4	-6.3
COc1cc(N)c(Cl)cc1C(=O)OCC(=O)N1CCCC1	-1.4	4.8	1.1	3.4	10.0	6.6	6.0	2.7	-1.6	5.0
COc1ccc(NC(=O)CN(C)C(=O)/C=C/c2ccc(OCc3ccccc3)cc2)cc1	-12.6	9.0	1.8	20.0	-1.9	-6.6	3.9	5.3	-1.6	8.9
CCOC(=O)C1CCCN(C(=O)c2cc(-c3ccco3)nc3ccccc23)C1 (stereo unspecified)	11.4	-37.6	0.0	-0.4	4.5	26.0	-5.8	38.7*	1.1	1.7
CCN(C(=O)COC(=O)C1CCC(C(C)(C)C)CC1)c1c(N)n(Cc2ccccc2)c(=O)[nH]c1=O (stereo unspecified)	-6.5	6.6	-0.7	9.4	-0.4	0.8	-3.0	1.7	0.0	-5.2
CCOC(=O)c1c(-c2ccccc2)csc1/N=C/C1C(=O)CCCC1=O	-40.2	2.4	-0.7	-3.3	0.8	-12.0	2.9	-0.8	1.2	1.5
CN(C)C(=O)c1cccn1-c1ncc(C(F)(F)F)cc1Cl	0.1	-0.3	-0.1	0.5	-1.6	8.0	1.0	7.7	-1.0	-5.1
C=CCC[C@@H](Cc1ccc(F)cc1)C(=O)O[C@H](CNC(=O)[C@H](CC=C)CC(=O)N(CCO)Cc1ccccc1)c1ccccc1	-9.9	6.6	-0.1	0.2	-9.9	-62.2	-10.5	0.7	-0.4	16.4
CC(=O)N1CCc2cc(S(=O)(=O)CCC(=O)NCc3ccco3)ccc21	3.5	6.2	0.7	-7.0	1.2	6.3	1.8	7.1	1.0	-16.6
COCC1OS(=O)(=O)NC(CC(=O)SC(C)(C)C)C1C (stereo unspecified)	5.6	-5.6	-1.2	2.9	0.3	-1.8	0.6	-1.3	-0.4	11.4
Cc1cc(C)cc(NC(=O)CCn2cnc3cc(C)c(C)cc32)c1	3.6	-5.7	2.0	2.6	-10.1	-10.4	-22.1	-4.9	-3.8	6.7
CN(C)CCCN(CCCNC(=O)/C=N/O)Cc1ccccc1	2.9	0.0	-1.1	-5.4	-1.1	0.2	0.4	-0.4	1.6	-1.8
CCn1ncc(Br)c1C(=O)Nc1ccc(OC(F)(F)F)cc1	-11.2	-0.6	-0.4	-4.2	-4.0	-7.1	-0.2	-7.9	0.1	2.1
COc1cc(OC)cc(-c2c(-c3ccc(C(C)=O)cc3)c3cc(-c4cccc5[nH]ccc45)ccc3n2C)c1	-11.0	3.2	-0.6	4.5	2.5	8.4	1.3	20.4	-1.7	18.8
CC(NCc1ccco1)C(=O)N1CCN(Cc2ccccc2F)CC1 (stereo unspecified)	-1.8	-3.0	/	/	-2.1	/	4.0	6.0	-4.0	/
NC(=O)C1(N2CCCCC2)CCN(C(=S)NC2CCCC2)CC1	2.0	5.6	0.2	0.7	3.1	8.9	4.2	-5.0	-1.7	1.9
CSc1nc2c([nH]1)c(=S)n(C)c(=O)n2C	-3.2	-4.2	-3.9	4.7	-2.5	4.6	-2.7	0.9	8.4*	4.1
COc1ccc(Cl)cc1NS(=O)(=O)c1cccc(C(=O)N2CC(C)OC(C)C2)c1 (stereo unspecified)	7.0	6.7	1.6	4.5	-8.6	-3.8	1.8	10.1	-2.5	2.5
O=C(c1ccccc1)c1cnc2ccc(Cl)cc2c1N1CCOCC1	6.7	13.2	2.0	3.4	-5.6	0.2	-1.7	-0.1	-0.2	1.1
CNC(=O)NC(=O)CN1C(=O)NC2(CCOc3ccccc32)C1=O (stereo unspecified)	2.6	5.2	-1.9	6.2	0.4	2.7	-6.1	0.3	-3.3	-8.2
O=C(NN1C(=O)C2C3C=CC(C3)C2C1=O)c1ccncc1 (stereo unspecified)	-3.6	1.0	-0.9	-9.9	6.7	1.2	1.6	-1.2	-2.4	-0.3
N#Cc1ccccc1S(=O)(=O)N1CCN(C(=O)CCc2ccccc2)CC1	2.2	-3.1	0.0	-7.7	-1.1	6.3	-2.8	-1.9	2.2	0.3
COc1ccn(C2CCCCO2)c(=O)n1 (stereo unspecified)	2.0	3.9	-1.8	16.6	9.6	-1.9	1.7	2.1	-0.7	6.5
C[C@@H]1CN([C@@H](C)CO)C(=O)c2cc(NC(=O)Nc3ccccc3)ccc2O[C@@H](C)CCCCO[C@H]1CN(C)C(=O)Nc1ccc(C(F)(F)F)cc1	-31.9	-6.7	-1.6	1.3	2.4	-46.8	3.0	11.6	-4.8	2.0
Cc1ccccc1OCCNc1cc(N2CCCCC2)ccc1[N+](=O)[O-]	3.6	-1.6	-0.7	16.6	2.4	-30.5	-0.7	10.8	-3.4	8.6
C=CCN=Cc1sc2ccc(OCC)cc2c1O	1.0	1.8	-4.2	-5.1	1.1	/	-1.1	0.8	7.7	0.7
CN(c1ccccc1C(=O)Nc1ccc(F)c(Cl)c1)S(C)(=O)=O	-6.6	5.6	-0.3	-5.3	-2.2	3.8	4.1	-5.1	-0.5	-8.4
CC1CN(CCCCOc2ccc(F)cc2)CC(C)O1 (stereo unspecified)	9.0	-0.9	-0.5	2.6	6.4	1.3	3.2	-5.2	0.3	5.6
CCCCC(=O)Nc1ccc2c(c1)oc1ccccc12	-10.4	0.0	1.0	10.2	1.5	-19.5	-0.3	3.5	2.6	9.4
O=C(CNc1cccc2ccccc12)N/N=C/C(Br)=C/c1ccccc1	31.8*	2.6	-4.5	12.7	-0.2	22.1	-2.6	24.0	-2.2	3.3
CC1CC2C3CCC4=CC(=O)CCC4(C)C3CCC2(C)C1(O)C(=O)CO (stereo unspecified)	4.5	7.8	-0.1	1.8	1.1	6.0	2.2	1.4	-5.7	-14.6
C[C@]12C=CC(=O)C=C1CCC1C3CC[C@](O)(C(=O)CO)[C@@]3(C)CC3OC312 (stereo partly specified)	-1.6	-2.0	5.3	5.7	0.3	-1.1	1.3	-3.1	0.5	2.5
COc1cc(C(=O)OCC(=O)c2ccccc2)cc2c1OCCO2	-3.0	7.5	-0.6	8.7	-4.2	-6.2	3.2	3.4	-0.2	5.9
CCc1ccc(CN(C(=O)c2oc3ccccc3c2C)C2CCS(=O)(=O)C2)cc1 (stereo unspecified)	-11.2	11.3	-2.1	-2.3	-1.7	-31.5	-6.5	1.7	-1.7	3.0
CC(C)[C@@H](C(=O)NC1CCN(Cc2ccccc2)CC1)N1C(=O)N2CCc3c([nH]c4ccccc34)[C@@]2(C)C1=O	0.8	1.1	1.2	-11.7	-2.9	-11.8	-7.3	-1.9	0.5	0.4
CCCCOc1ccc(NC(=O)Nc2nnc(C)s2)cc1	7.1	11.6	-0.8	14.5	5.7	-5.1	0.3	36.6*	-1.5	3.6
COC(=O)C1=CN(c2ccc(Oc3ccccc3)cc2)C(N)=C(C#N)C1c1ccccc1 (stereo unspecified)	-14.8	-3.5	-0.1	3.3	6.1	/	3.6	6.2	-0.7	-1.4
COc1ccc(C(=O)/C=C/c2ccccc2C(F)(F)F)cc1	-16.3	-1.9	-1.1	4.6	-1.6	-32.8	-0.8	1.9	-0.4	3.2
O=C(N/N=C/c1cccnc1)c1ccc(Cl)c(Cl)c1	-4.1	4.0	0.7	7.8	-2.8	-7.4	3.6	-3.1	-1.4	10.3
CC(c1ccccc1)N1CC(C(=O)Nc2ccc(F)cc2)CC1=O (stereo unspecified)	0.7	0.8	-1.2	5.7	0.4	-0.7	-1.0	3.4	1.3	-9.4
Cc1ccc2oc(-c3ccccc3)nc2c1	-2.9	4.7	1.6	-2.8	5.5	0.6	5.1	-0.1	5.0	-14.6
O=C(NC(Cc1ccccc1)C(=O)N1CCN(c2ccc(F)cc2)CC1)c1ccccc1 (stereo unspecified)	-3.1	-0.7	-0.2	-3.3	-1.9	-1.4	-0.2	3.2	-3.7	-4.9
Cc1csc(SCC(=O)Nc2ccc(CC#N)cc2)n1	2.9	0.1	-1.5	8.3	4.2	-0.4	4.5	-0.9	-2.4	-0.3
COc1ccc(OC)c(/C=C/C(=O)OCC(=O)NC2CCCCCCC2)c1	-9.3	-3.7	-0.5	3.8	-2.6	-23.4	-0.3	-0.6	4.7	2.6
Cc1occc1-c1nnc(SCC(=O)N2CCOCC2)o1	4.2	0.4	-0.4	-5.0	2.1	-2.4	0.2	-0.7	-0.1	-7.1

Four structures out of the list, ordered by count of non-hydrogen atoms, low to high:
SMILES	mABHD4 FP	NR1D1 modulator	PG9 Ab binder	ARFGAP1 inh	NPR2 activator	HTRA1 inh	NPR1 activator	rCAG RNA binder	SMARCA2 activ	ASAP1 inh
Cc1ccc2oc(-c3ccccc3)nc2c1	-2.9	4.7	1.6	-2.8	5.5	0.6	5.1	-0.1	5.0	-14.6
CC(c1ccccc1)N1CC(C(=O)Nc2ccc(F)cc2)CC1=O (stereo unspecified)	0.7	0.8	-1.2	5.7	0.4	-0.7	-1.0	3.4	1.3	-9.4
COc1ccc(OC)c(/C=C/C(=O)OCC(=O)NC2CCCCCCC2)c1	-9.3	-3.7	-0.5	3.8	-2.6	-23.4	-0.3	-0.6	4.7	2.6
O=C(NC(Cc1ccccc1)C(=O)N1CCN(c2ccc(F)cc2)CC1)c1ccccc1 (stereo unspecified)	-3.1	-0.7	-0.2	-3.3	-1.9	-1.4	-0.2	3.2	-3.7	-4.9

Screening data: PubChem, several laboratories

Compounds were not picked by outcome (roughly 4.4% active in at least one column).
